High-throughput results deposited in PubChem BioAssay by several laboratories.
RPL19A-GFP yeast – RPL19A-GFP expression modulators in yeast, primary screen, cell-based, S. cerevisiae, multiplex flow cytometry, MLPCN; S. cerevisiae RPL19A-GFP strain, 3 h; active compounds read low; percent response vs DMSO, % at 10 µM; 330,000 tested, 0.3% active;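 active = percent response vs DMSO below 50%; inconclusive = fewer than 70 events counted for the yeast strain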;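 also: median channel GFP fluorescence of the barcoded RPL19A-GFP strain; ratio of sample median GFP to plate DMSO average so 100% = DMSO; lower means less RPL19A-GFP as with rapamycin TOR inhibition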
GASC-1 inh – inhibitors of GASC-1 histone demethylase, primary screen, biochemical, fluorescence, DELFIA europium | GST-JMJD2C(1-420) H3K9me3 demethylation | inhibition, % at 2.35 µM | Lysine-specific demethylase 4C (Homo sapiens), Q9H3R0 | 330,000 tested, 0.069% active;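 active = more than half of a compound's replicate wells show inhibition beyond 50%, single wells judged on their own value; inconclusive = some, but no more than half, of replicates pass 50% inhibition; inactive = no replicate passes 50% inhibition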;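 also: signal counts dimethyl H3K9 product captured on neutravidin plate; 0% = median of DMSO wells and 100% = 0.3 times that DMSO median; strong numbers were not always called active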
AGP1-GFP MLPCN – modulators of AGP1-GFP expression in yeast TOR pathway, primary screen, cell-based, multiplex flow cytometry, S. cerevisiae, MLPCN library; 3 h; GFP as percent of DMSO wells; AID 2066, 2009; GFP response vs DMSO, % at 10 µM; 320,000 tested, 0.02% active;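 active = GFP response relative to DMSO above a set limit, near screen average plus 3 SD, cut at about 150% in these data; inconclusive = fewer than 70 cells counted for the yeast strain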;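 also: median GFP channel fluorescence of the gated AGP1 strain per well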
CIT2 TOR yeast – modulators of CIT2-GFP expression in yeast, primary screen, S. cerevisiae, GFP fusion, multiplex flow cytometry, MLPCN library. GFP response vs DMSO, % at 10 µM. S. cerevisiae CIT2-GFP strain, 3 h; 100 means same as DMSO wells. 320,000 tested, 0.065% active. AID 2029, 2009;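 active = GFP response relative to DMSO above a set limit, near the screen mean plus 3 SD, cut at about 150% in these data; inconclusive = Fewer than 70 cells measured for a yeast strain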;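 also: ratio of well median GFP fluorescence to mean of DMSO wells on the plate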
MEP2 TOR yeast – modulators of MEP2-GFP levels in yeast, primary screen, S. cerevisiae, multiplex flow cytometry, MLPCN library. S. cerevisiae MEP2-GFP strain, 3 h; 100% = DMSO control level. GFP response vs DMSO, % at 10 µM. 330,000 tested, 0.51% active;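 active = GFP response versus DMSO above a set limit, roughly screen mean plus 3 SD, cut at about 180% in these data; inconclusive = fewer than 70 cells counted for a yeast strain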;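 also: median GFP fluorescence of the barcode-gated MEP2-GFP cells per well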
LAP4-GFP MLPCN – modulators of LAP4-GFP expression in yeast, primary screen, S. cerevisiae, multiplex flow cytometry, MLPCN library; 3 h; median GFP as percent of DMSO wells; GFP response vs DMSO, % at 10 µM; 320,000 tested, 0.34% active;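 active = GFP response vs DMSO above a set limit, about the screen mean plus 3 SD, cut at about 150% in these data; inconclusive = under 70 cell events counted for the yeast strain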
GRK2 inh – compounds blocking aptamer binding on GRK2 – biochemical, human GRK2, bead flow cytometry, HTS, primary screen; inhibition of aptamer binding, % at 10 µM; Beta-adrenergic receptor kinase 1 (Homo sapiens), P25098; FAM-aptamer displacement from GRK2; 330,000 tested, 0.59% active;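 active = inhibition of aptamer binding above 40%, roughly 3 SD of noise, on plates passing a quality check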;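 also: median bead fluorescence of bound FAM aptamer so fluorescent compounds give negative values; no value below 0 was filed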
VLA-4 inh – inhibition in human VLA-4 binding assay, primary screen, VLA-4 allosteric modulator project, MLPCN library, flow cytometry, VLA-4 expressing cells; Integrin alpha-4 (Homo sapiens), P13612; ligand binding flow cytometry; inhibition, % (about 7 µM as worked out from the volumes in the protocol); 330,000 tested, 0.2% active; AID 2557, 2010; in the data active = inhibition above about 50%
Target sequence (P13612 whole entry, looked up): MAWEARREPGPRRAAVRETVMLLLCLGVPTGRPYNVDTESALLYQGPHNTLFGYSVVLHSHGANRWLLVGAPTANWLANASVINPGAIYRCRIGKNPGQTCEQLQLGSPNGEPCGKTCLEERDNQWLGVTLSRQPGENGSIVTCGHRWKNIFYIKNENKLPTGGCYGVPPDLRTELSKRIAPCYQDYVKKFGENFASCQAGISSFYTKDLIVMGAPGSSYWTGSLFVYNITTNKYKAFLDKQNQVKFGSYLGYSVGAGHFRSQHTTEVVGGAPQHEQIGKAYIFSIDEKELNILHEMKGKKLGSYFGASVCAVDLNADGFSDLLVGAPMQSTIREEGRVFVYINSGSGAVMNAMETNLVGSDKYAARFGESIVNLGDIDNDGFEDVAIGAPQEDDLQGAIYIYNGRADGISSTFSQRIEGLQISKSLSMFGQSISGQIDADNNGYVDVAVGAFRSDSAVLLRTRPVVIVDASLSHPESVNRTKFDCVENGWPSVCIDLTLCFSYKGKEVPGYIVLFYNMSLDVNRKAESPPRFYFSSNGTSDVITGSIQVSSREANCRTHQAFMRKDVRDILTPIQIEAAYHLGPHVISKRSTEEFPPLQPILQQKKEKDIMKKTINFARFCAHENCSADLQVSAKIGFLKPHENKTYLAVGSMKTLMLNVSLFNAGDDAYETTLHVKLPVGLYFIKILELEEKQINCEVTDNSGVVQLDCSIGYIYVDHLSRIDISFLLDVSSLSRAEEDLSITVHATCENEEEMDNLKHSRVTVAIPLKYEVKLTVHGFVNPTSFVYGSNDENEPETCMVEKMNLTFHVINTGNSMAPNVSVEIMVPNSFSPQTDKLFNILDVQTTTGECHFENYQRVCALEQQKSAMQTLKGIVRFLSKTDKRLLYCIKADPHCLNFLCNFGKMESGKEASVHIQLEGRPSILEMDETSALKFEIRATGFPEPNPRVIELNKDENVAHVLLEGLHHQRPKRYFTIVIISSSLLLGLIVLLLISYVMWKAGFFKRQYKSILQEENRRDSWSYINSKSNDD
* marks the source's active call; other numbers are inactive results; ? = inconclusive; . = not tested or not shown; & = joins results of further samples; [ ] = dose if it differs, or a comment.

(1) CN(Cc1ccccc1F)C(=O)CN1c2cccc3cccc(c23)S1(=O)=O
(2) CCCCCCCC(=O)NN=C1CCN(Cc2ccccc2)CC1
(3) CCC(Oc1ccccc1)C(=O)N(Cc1ccccc1)c1ccccn1 (centres undefined)
(4) COc1cc(C2C(C#N)=C(N)Oc3cc(C)oc(=O)c32)ccc1OC(=O)N1CCOCC1 (centres undefined)
(5) CCCCCCSC1=C(C#N)C(c2ccc(O)cc2)CC(=O)N1 (centres undefined)
(6) Cc1ccc(OCC(=O)Nc2ccc(CN3CCOCC3)cc2)cc1C
(7) Cc1ccc(C(=O)c2ccccc2C(=O)OCC(=O)NC(C)(C)C)cc1
(8) O=C(OC1CCOC1=O)c1cc(Cl)ccc1[N+](=O)[O-] (centres undefined)

entry no.,1,2,3,4,5,6,7,8
RPL19A-GFP yeast,98,97,98,99,101,103,98,113
GASC-1 inh,-2,-29,-2,0,4,2,0,-13
AGP1-GFP MLPCN,108,97,81,99,106,102,102,98
CIT2 TOR yeast,94,92,84,97,101,107,96,107
MEP2 TOR yeast,101,96,104,108,101,104,100,114
LAP4-GFP MLPCN,108,84,103,99,102,101,99,106
GRK2 inh,1,3,1,2,4,3,3,1
VLA-4 inh,8,10,14,-1,18,15,2,12

(9) Cc1csc2nc(CNC(=O)CCC(=O)O)cn12
(10) CCOCC(=O)Nc1cc(C(=O)NCCC(C)C)ccc1Cl
(11) Oc1cc(NCCc2cccnc2)cc2cccnc12
(12) CCOC(=O)c1c(C)nc2c(C)cccn12
(13) O=C(NCCCN1CCCC1=O)c1cc(NS(=O)(=O)c2ccc(F)cc2)cc(NS(=O)(=O)c2ccc(F)cc2)c1
(14) CC12CCC(C/C1=N/O)C2(C)C (centres undefined)
(15) O=C(NCCCn1ccnc1)c1cc2nc(-c3ccc(Br)cc3)cc(C(F)(F)F)n2n1
(16) CCC(c1nnnn1Cc1ccco1)N(CCc1ccccc1)Cc1cc2ccc(OC)cc2[nH]c1=O (centres undefined)

entry no.,9,10,11,12,13,14,15,16
RPL19A-GFP yeast,94,108,106,105,105,104,96,94
GASC-1 inh,25,-17,.,-9,9,-7,0,-12&-4
AGP1-GFP MLPCN,95,101,111,108,112,115,.,102
CIT2 TOR yeast,91,100,114,104,111,105,97,93
MEP2 TOR yeast,95,99,110,108,110,106,102,89
LAP4-GFP MLPCN,102,111,111,105,111,105,104,84
GRK2 inh,0,1,2,0,6,1,2,1
VLA-4 inh,11,-6,-13,15,-7,-1,7,18

(17) Cc1onc(-c2ccccc2Cl)c1C(O)c1ccc(F)cc1 (centres undefined)
(18) Nc1ccc(Br)c[n+]1Cc1cccc2cccnc12
(19) C=CCNCCCOc1ccc(Cl)cc1C(C)(C)C
(20) O=C1CCCN2N=C(SCC(=O)Nc3ccc(Br)cc3)SC2=N1
(21) O=S(=O)(Nc1ccc(F)cc1)c1ccc(NS(=O)(=O)c2cccs2)cc1
(22) COc1ccc([N+](=O)[O-])cc1NC(=O)CCN1CCOCC1
(23) Cc1nn(C)c2ncc(C(N)=O)c(Oc3ccc(Cl)cc3)c12
(24) CC1(C)CC(NS(=O)(=O)c2ccc3ccccc3c2)CC(C)(C)N1

entry no.,17,18,19,20,21,22,23,24
RPL19A-GFP yeast,98,102,109,104,104,101,99,99
GASC-1 inh,-9,1,0,9,-2,3,2,-9
AGP1-GFP MLPCN,95,108,102,114,98,95,110,106
CIT2 TOR yeast,93,104,104,101,107,101,105,105
MEP2 TOR yeast,96,102,100,101,103,98,104,105
LAP4-GFP MLPCN,93,101,94,107,97,89,122,107
GRK2 inh,0,2,0,1,0,1,6,0
VLA-4 inh,1,7,6,-3,7,5,-4,-1

(25) Cn1nccc1C(=O)NC1CCCc2c1cnn2-c1cc(F)cc(F)c1 (centres undefined)
(26) Cc1cc(Cl)cc(C)c1OCCNCc1ccccc1
(27) CCOC(=O)N1CCN(C(=O)C2CCN(Cc3ccc(OC)cc3OC)CC2)CC1
(28) CC1=NN(c2nc(-c3ccc(C#N)cc3)cs2)C(=O)C1
(29) CC(C(=O)OCC(=O)N1CCCCC1)N1C(=O)c2ccccc2C1=O (centres undefined)
(30) CCOc1ccccc1NC(=O)/C(C#N)=C/c1cccnc1
(31) O=C(Nc1ccccc1)OCCOc1cccc(Br)c1
(32) COc1ccccc1OCc1nnc(SCC(N)=O)n1-c1ccccc1

entry no.,25,26,27,28,29,30,31,32
RPL19A-GFP yeast,100,110,100,105,101,?,104,107
GASC-1 inh,-4,-6,3,47,-2,-4,1,-5
AGP1-GFP MLPCN,88,110,100,115,95,?,98,104
CIT2 TOR yeast,94,105,97,116,99,86[may fluoresce red],99,112
MEP2 TOR yeast,105,109,101,107,106,110[may fluoresce red],108,103
LAP4-GFP MLPCN,94,100,108,115,98,120[may fluoresce red],102,92
GRK2 inh,0,0,1,9,2,2,0,0
VLA-4 inh,7,-9,2,6,3,8,4,8

(33) COCCN(CCOC)S(=O)(=O)c1ccc(C(=O)Nc2nc(C)c(C(C)=O)s2)cc1
(34) CCCOC(=O)Nc1cccc(C(C)=O)c1
(35) Cc1c(NC(=O)c2cc(-c3ccc4c(c3)OCO4)on2)c(=O)n(-c2ccccc2)n1C
(36) O=C(c1ccco1)N(Cc1ccccc1)c1cccc([N+](=O)[O-])c1
(37) O=C(Nn1cnnc1)c1ccc(Cl)cc1
(38) O=C(O)CCCC(=O)OCCCCc1cccs1
(39) CCNc1ccc(C2(O)C(=O)c3ccccc3C2=O)cc1
(40) O=C(Nc1ccc(C(=O)O)cc1)/C(=C\c1ccc(F)cc1)NC(=O)c1ccco1

entry no.,33,34,35,36,37,38,39,40
RPL19A-GFP yeast,102,81[may fluoresce violet],100,104,100,101,93,103
GASC-1 inh,12,-15,-3,-3,-7,2,1,-8
AGP1-GFP MLPCN,101,19[may fluoresce violet],99,104,102,101,94,102
CIT2 TOR yeast,104,?,106,99,101,97,93,111
MEP2 TOR yeast,100,135[may fluoresce violet],105,107,114,104,99,102
LAP4-GFP MLPCN,98,95[may fluoresce violet],98,110,104,115,98,94
GRK2 inh,4,3,5,0,1,2,0,1
VLA-4 inh,-7,2,-4,4,5,10,-2,3

Sorted by count of non-hydrogen atoms (lowest first): some entries from above
(40) O=C(Nc1ccc(C(=O)O)cc1)/C(=C\c1ccc(F)cc1)NC(=O)c1ccco1
(33) COCCN(CCOC)S(=O)(=O)c1ccc(C(=O)Nc2nc(C)c(C(C)=O)s2)cc1
(35) Cc1c(NC(=O)c2cc(-c3ccc4c(c3)OCO4)on2)c(=O)n(-c2ccccc2)n1C

entry no.,40,33,35
RPL19A-GFP yeast,103,102,100
GASC-1 inh,-8,12,-3
AGP1-GFP MLPCN,102,101,99
CIT2 TOR yeast,111,104,106
MEP2 TOR yeast,102,100,105
LAP4-GFP MLPCN,94,98,98
GRK2 inh,1,4,5
VLA-4 inh,3,-7,-4

In the list so far, 2 have a tert-butyl group.
(7) Cc1ccc(C(=O)c2ccccc2C(=O)OCC(=O)NC(C)(C)C)cc1
(19) C=CCNCCCOc1ccc(Cl)cc1C(C)(C)C

entry no.,7,19
RPL19A-GFP yeast,98,109
GASC-1 inh,0,0
AGP1-GFP MLPCN,102,102
CIT2 TOR yeast,96,104
MEP2 TOR yeast,100,100
LAP4-GFP MLPCN,99,94
GRK2 inh,3,0
VLA-4 inh,2,6

Carrying on:
(41) Nc1nc(-c2cccs2)c(NC(=O)c2ccccc2)s1
(42) CCCCn1c(N)c(N(CC)C(=O)c2cccc(OCc3ccccc3)c2)c(=O)[nH]c1=O
(43) COc1ccc2ccccc2c1/C=N\NC(=O)c1cccnc1
(44) COc1ccc2c(c1)CCCC21NC(=O)N(CC(=O)NC(=O)NCc2ccccc2)C1=O (centres undefined)
(45) CCOc1c(Cl)cc(C(=O)Nc2cccc(C(=O)O)c2)cc1Cl
(46) CC1Cc2cc(/C(O)=C3\C(=O)C(=O)N(Cc4cccnc4)C3c3ccccc3F)ccc2O1 (centres undefined)
(47) c1ccc(CCc2ccncc2)cc1
(48) CC(C)(C)OC(=O)C[C@@H]1C/C=C\C[C@@H](CC(=O)N(CCO)Cc2ccccc2)C(=O)N[C@H](C(C)(C)C)COC1=O

entry no.,41,42,43,44,45,46,47,48
RPL19A-GFP yeast,97,98,102,100,100,99,110,94
GASC-1 inh,0,-2,-4,6,-9,1,0,-2
AGP1-GFP MLPCN,97,104,102,106,87,94,105,100
CIT2 TOR yeast,99,88,93,101,92,98,114,95
MEP2 TOR yeast,99,99,105,118,106,96,110,97
LAP4-GFP MLPCN,101,101,107,118,104,87,101,104
GRK2 inh,1,1,4,0,3,4,66*,3
VLA-4 inh,-10,8,5,-8,4,0,30,1

(49) CC1(C2CC(C(F)(F)F)n3nc(C(=O)O)cc3N2)CC1 (centres undefined)
(50) COc1ccc(CCN=C(N)NS(=O)(=O)c2ccc(C)c(C)c2)cc1OC
(51) Cc1ccc(-c2c(C(=O)N/N=C/c3c[nH]c4ccccc34)nnn2-c2nonc2N)cc1
(52) Cc1cccc(C)c1N1CCN(S(=O)(=O)N2CCOCC2)CC1
(53) COc1ccc(Nc2oc(COc3ccccc3F)nc2C#N)cc1
(54) CCOc1cccc(-c2nnc3sc(-c4cc(OC)c(OC)c(OC)c4)nn23)c1
(55) COc1cccc(C2CC(c3cccs3)=NN2C(=O)CSC2=NN3CCCC(=O)N=C3S2)c1OC (centres undefined)

entry no.,49,50,51,52,53,54,55
RPL19A-GFP yeast,98,104,96,104,97,100,103
GASC-1 inh,3,-11,-4,5,13,19,-8
AGP1-GFP MLPCN,100,99,92,104,97,94,105
CIT2 TOR yeast,100,107,97,108,87,107,113
MEP2 TOR yeast,104,100,93,109,95,101,94
LAP4-GFP MLPCN,99,88,91,110,113,100,104
GRK2 inh,0,1,0,0,1,1,0
VLA-4 inh,-4,-8,-18,-8,-27,.,2

Not a hit list. Share with any hit: about 1.7%.
